# ROS inducer: raises reactive oxygen species in U2OS cancer cells. ROS induction (% of piperlongumine), % at 10 µM. 2% of 46,000 active. U2OS ROS induction, H2DCF-DA fluorescence. AID 624156; in the data active = ROS induction above about 79%, passing the limit was not always enough; inconclusive = no clear call, values can overlap the other calls;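 note: 0% = DMSO vehicle median and 100% = reference compound median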
# * marks the source's active call; other numbers are inactive results; ? = inconclusive; & = joins results of further samples. These rows are one share of the data; count on the stated rates, not on these rows.
# Preview:
SMILES,ROS inducer
C[C@@H]1CN([C@H](C)CO)C(=O)c2cccc(NC(=O)C3CC3)c2O[C@@H]1CN(C)Cc1ccc(C(=O)O)cc1,-9
CC1CCCCN1S(=O)(=O)c1ccc(F)c(C(=O)Nc2c(F)cc(F)cc2Br)c1 (stereo not drawn),-11
C[C@H](CO)N1C[C@H](C)[C@H](CN(C)C(=O)Nc2ccc(F)cc2)Oc2ccc(NS(=O)(=O)c3ccc(Cl)cc3)cc2CC1=O,89*
C[C@@H]1CN([C@@H](C)CO)C(=O)c2cccc(NC(=O)Nc3ccccc3)c2O[C@H]1CN(C)Cc1ccc(Cl)c(Cl)c1,?
Cc1noc(C)c1NC(=O)Nc1ccc2c(c1)CC(=O)N([C@@H](C)CO)C[C@H](C)[C@H](CN(C)C(=O)Nc1ccc(C(F)(F)F)cc1)O2,-1
C[C@@H]1CN([C@H](C)CO)C(=O)Cc2cc(NC(=O)C3CC3)ccc2O[C@@H]1CN(C)CC1CC1,-6
C[C@@H]1CN([C@@H](C)CO)C(=O)c2cccc(NC(=O)C3CCCCC3)c2O[C@H]1CN(C)C(=O)Nc1ccccc1,-10
Cc1cc(CC(=O)O)n(C)c1C(=O)c1ccc(Cl)cc1,3&3
C[C@H](CO)N1C[C@H](C)[C@H](CN(C)Cc2ccc(Oc3ccccc3)cc2)Oc2c(NC(=O)c3nc4ccccc4s3)cccc2C1=O,48
C[C@H]1CN([C@@H](C)CO)C(=O)c2cc(NC(=O)Nc3cccc4ccccc34)ccc2O[C@H]1CN(C)Cc1ccc2c(c1)OCO2,6
CC(C)S(=O)(=O)/C(C#N)=C/Nc1ncccn1,5
COC(=O)Cc1[nH]n(-c2ccccc2)c(=O)c1C=Nc1ccc(C)cc1,3
CCn1cc(CCCC(=O)NCCC2=CCCCC2)c2ccccc21,-7
COc1ccc(S(=O)(=O)Nc2ccc3c(c2)CC(=O)N([C@H](C)CO)C[C@@H](C)[C@H](CN(C)C(=O)NC(C)C)O3)cc1,0
Cc1ccc(C(C)C)c(OCC(=O)Nc2cc(-c3nc4ncccc4o3)ccc2C)c1,-4

# The listing, from the start:
SMILES,ROS inducer
C[C@@H]1CN([C@H](C)CO)C(=O)c2cccc(NC(=O)C3CC3)c2O[C@@H]1CN(C)Cc1ccc(C(=O)O)cc1,-9
CC1CCCCN1S(=O)(=O)c1ccc(F)c(C(=O)Nc2c(F)cc(F)cc2Br)c1 (stereo not drawn),-11
C[C@H](CO)N1C[C@H](C)[C@H](CN(C)C(=O)Nc2ccc(F)cc2)Oc2ccc(NS(=O)(=O)c3ccc(Cl)cc3)cc2CC1=O,89*
C[C@@H]1CN([C@@H](C)CO)C(=O)c2cccc(NC(=O)Nc3ccccc3)c2O[C@H]1CN(C)Cc1ccc(Cl)c(Cl)c1,?
Cc1noc(C)c1NC(=O)Nc1ccc2c(c1)CC(=O)N([C@@H](C)CO)C[C@H](C)[C@H](CN(C)C(=O)Nc1ccc(C(F)(F)F)cc1)O2,-1
C[C@@H]1CN([C@H](C)CO)C(=O)Cc2cc(NC(=O)C3CC3)ccc2O[C@@H]1CN(C)CC1CC1,-6
C[C@@H]1CN([C@@H](C)CO)C(=O)c2cccc(NC(=O)C3CCCCC3)c2O[C@H]1CN(C)C(=O)Nc1ccccc1,-10
Cc1cc(CC(=O)O)n(C)c1C(=O)c1ccc(Cl)cc1,3&3
C[C@H](CO)N1C[C@H](C)[C@H](CN(C)Cc2ccc(Oc3ccccc3)cc2)Oc2c(NC(=O)c3nc4ccccc4s3)cccc2C1=O,48
C[C@H]1CN([C@@H](C)CO)C(=O)c2cc(NC(=O)Nc3cccc4ccccc34)ccc2O[C@H]1CN(C)Cc1ccc2c(c1)OCO2,6
CC(C)S(=O)(=O)/C(C#N)=C/Nc1ncccn1,5
COC(=O)Cc1[nH]n(-c2ccccc2)c(=O)c1C=Nc1ccc(C)cc1,3
CCn1cc(CCCC(=O)NCCC2=CCCCC2)c2ccccc21,-7
COc1ccc(S(=O)(=O)Nc2ccc3c(c2)CC(=O)N([C@H](C)CO)C[C@@H](C)[C@H](CN(C)C(=O)NC(C)C)O3)cc1,0
Cc1ccc(C(C)C)c(OCC(=O)Nc2cc(-c3nc4ncccc4o3)ccc2C)c1,-4
Cc1ccc(OCC(=O)NC(=S)Nc2cc(C(=O)O)ccc2C)cc1,59
COc1ccc(CC(=O)N2N=C(C)CC2(O)C(F)(F)F)cc1 (stereo not drawn),-4
Cc1nc(-c2ccccc2)sc1C(=O)C1C(=O)C(=O)N(CCN(C)C)C1c1ccc(Cl)cc1 (stereo not drawn),10
CS(=O)(=O)N(CC(=O)Nc1ccccc1Sc1ccccc1)c1ccc(Cl)c(Cl)c1,-4
COc1ccc(S(=O)(=O)Nc2ccc3c(c2)CC(=O)N([C@H](C)CO)C[C@H](C)[C@H](CN(C)CC2CC2)O3)cc1,2
CN(c1cccc2cccnc12)S(=O)(=O)c1ccccc1,-11
C[C@@H]1CCCCO[C@@H](CN(C)CC2CC2)[C@@H](C)CN([C@H](C)CO)C(=O)c2cc(NC(=O)Nc3cccc4ccccc34)ccc2O1,12
C[C@H]1CN([C@@H](C)CO)C(=O)Cc2cc(NC(=O)Nc3ccccc3)ccc2O[C@H]1CN(C)Cc1ccc2c(c1)OCO2,-22
CC(C)NC(=O)N(C)C[C@H]1Oc2ccc(NC(=O)Cn3cnnn3)cc2C(=O)N([C@@H](C)CO)C[C@H]1C,4
O=C(NCCN1CCOCC1)C1CCC(Cn2c(=S)[nH]c3ccccc3c2=O)CC1 (stereo not drawn),2
C[C@H]1CN([C@@H](C)CO)C(=O)c2cccc(NS(=O)(=O)c3cccs3)c2O[C@H]1CN(C)S(=O)(=O)c1ccccc1,4
CC(C)NC(=O)N(C)C[C@H]1Oc2ccc(NC(=O)Cc3cn(C)c4ccccc34)cc2CC(=O)N([C@@H](C)CO)C[C@@H]1C,-6
CC1C2CC(CC1(C)C)N(C(=O)c1ccc(N3C(=O)c4ccccc4C3=O)cc1)C2 (stereo not drawn),-9
COc1ccc(OC)c(S(=O)(=O)N(C)CC(=O)N2CCCCC2)c1,-2
O=C(NCCc1ccccc1)c1ccc2c(c1)sc1nc(-c3ccccc3)cn12,53
C[C@H](CO)N1C[C@H](C)[C@@H](CN(C)CC2CCCCC2)Oc2c(NC(=O)Nc3ccc4c(c3)OCO4)cccc2C1=O,9
C=CCNC(=O)C1(O)c2ccccc2NC(=O)N1c1ccccc1 (stereo not drawn),9
C[C@H]1CN([C@@H](C)CO)C(=O)c2cc(NC(=O)CCN3CCOCC3)ccc2O[C@H]1CN(C)S(=O)(=O)c1ccc(F)cc1,3
C[C@H]1CN([C@@H](C)CO)C(=O)c2cccc(N(C)C)c2O[C@H]1CN(C)S(=O)(=O)c1ccc(F)cc1,-14
Cc1sc2nc(SCC(=O)NCC3CCCO3)n(-c3ccc(F)cc3)c(=O)c2c1C (stereo not drawn),1
COC(=O)c1cnn(C(=O)c2ccccc2Br)c1N,-9
Cc1ccc(S(=O)(=O)Nc2cccc3c2O[C@H](CN(C)C(=O)Nc2c(C)noc2C)[C@@H](C)CN([C@@H](C)CO)C3=O)cc1,-5
O=C(NC12CC3CC(CC(C3)C1)C2)C1CCCN1S(=O)(=O)c1ccccc1 (stereo not drawn),13
Cn1c(=O)n(C)c2cc(CN3C(=O)c4ccccc4C3=O)ccc21,-7
C[C@H]1CN([C@@H](C)CO)C(=O)c2cccc(NS(C)(=O)=O)c2O[C@@H]1CN(C)Cc1ccc(C(F)(F)F)cc1,13
COc1ccc(-n2ncc3c(NCCc4ccccc4)ncnc32)cc1,21
C[C@@H]1CCCCO[C@@H](CN(C)C(=O)Cc2ccccc2)[C@@H](C)CN([C@H](C)CO)C(=O)c2cc(NC(=O)Nc3ccc(F)cc3)ccc2O1,-14
Cc1ccn2c(-c3nnco3)c(C)nc2c1,25
COc1ccc(S(=O)(=O)Nc2cccc3c2O[C@H](CN(C)Cc2ccc(C(=O)Nc4ccccc4N)cc2)[C@@H](C)CN([C@H](C)CO)C3=O)cc1,48
Cc1cc(=O)c2c(O)c3c(cc2o1)OC(C(C)(C)OC1OC(CO)C(O)C(O)C1O)C3 (stereo not drawn),-4
COc1ccc(NC(=O)N(C)C[C@@H]2OCc3cnnn3CCCC(=O)N([C@@H](C)CO)C[C@@H]2C)cc1,-6
CN(CC(=O)O)S(=O)(=O)c1cccc2cccc(Cl)c12,-10
COc1ccc(NC(=O)N(C)C[C@@H]2Oc3ccc(NC(=O)C4CC4)cc3CC(=O)N([C@@H](C)CO)C[C@@H]2C)cc1,7
C[C@H]1CN([C@@H](C)CO)C(=O)Cc2cc(NC(=O)NC3CCCCC3)ccc2O[C@H]1CN(C)CC1CCCCC1,-2
Cc1cc(C)cc(OCC(=O)Nc2cccc(-c3nnc(-c4ccco4)o3)c2)c1,36
CC1CCN(Cc2ccc(NC(=O)Nc3cccs3)cc2)CC1,-10
COc1cccc(NC(=O)CSc2nnc(-c3ccncc3)n2-c2ccc(Br)cc2)c1,7
CCOC(=O)c1[nH]c2ccc(OC)cc2c1N=C(C)N(C)C,-15
COc1ccc(NC(=O)N(C)C[C@H]2Oc3ccc(NS(=O)(=O)c4ccc(C)cc4)cc3CC(=O)N([C@@H](C)CO)C[C@H]2C)cc1,24
CC(=O)Nc1ccc(NC(=O)C(C)n2nc([N+](=O)[O-])c(Br)c2C)cc1 (stereo not drawn),6
CCOC(=O)/C(=N\O)C1=CSC2=NNC(C)(C)N12,-9
C[C@H](CO)N1C[C@H](C)[C@@H](CN(C)C(=O)Nc2ccc(C(F)(F)F)cc2)Oc2c(NS(C)(=O)=O)cccc2C1=O,-6
C[C@H]1CN([C@@H](C)CO)C(=O)c2cc(N(C)C)ccc2O[C@H]1CN(C)C(=O)Nc1cccc2ccccc12,10
CCOc1ccc2nc(NCc3cc(OC)c(OC)cc3OC)sc2c1,-1
CC(C)NC(=O)Nc1ccc2c(c1)CC(=O)N([C@H](C)CO)C[C@@H](C)[C@H](CN(C)CC1CC1)O2,0
# More structures
SMILES,ROS inducer
C[C@]12C[C@H](O)[C@H]3[C@@H](CCC4=CC(=O)CC[C@@]43C)[C@@H]1CC[C@@H]2C(=O)CO,4
Cc1cc(=O)[nH]c(SCC(=O)Nc2ccccc2)n1,1
CNC(=O)CN(c1cccc2ccccc12)S(C)(=O)=O,-7
C=CCOC(=O)[C@@H]1[C@H]2C(=O)O[C@H](c3ccccc3)[C@H](c3ccccc3)N2[C@H](c2ccc(OCCOC(=O)[C@H]3C[C@H]4C(=O)N5CCC[C@H]5C(=O)N4[C@H]3c3ccc(O)cc3)cc2)[C@@]12C(=O)Nc1ccccc12,21
C[C@@H]1CN([C@@H](C)CO)C(=O)Cc2cc(NC(=O)CCN3CCOCC3)ccc2O[C@@H]1CN(C)Cc1ccc(Oc2ccccc2)cc1,64
C[C@H](CO)N1C[C@H](C)[C@H](CN(C)C(=O)NC2CCCCC2)Oc2ccc(NC(=O)c3ccncc3)cc2CC1=O,-4
C[C@@H]1CN([C@H](C)CO)C(=O)c2cc(NC(=O)C3CCCCC3)ccc2O[C@@H]1CN(C)Cc1ccc2c(c1)OCO2,-5
Nc1ccc(S(=O)(=O)C(F)(F)F)cc1,6
CC1(C)Cc2nc3sc4c(NCC5CCCO5)ncnc4c3cc2CO1 (stereo not drawn),-11
C[C@@H]1CN([C@@H](C)CO)C(=O)Cc2cc(NC(=O)CCN3CCOCC3)ccc2O[C@@H]1CN(C)Cc1ccc(Cl)c(Cl)c1,3
C[C@H](CO)N1C[C@H](C)[C@H](CN(C)C(=O)Nc2ccccc2)Oc2ccc(NC(=O)CCN3CCOCC3)cc2C1=O,-10
FC(F)(F)COc1ccc(-c2nnc(SCc3ccccc3C(F)(F)F)o2)cn1,16
CCc1ccc2[nH]c(C(=O)NCc3ccccc3)cc2c1,-6
N#Cc1ccccc1NC(=O)COc1ccccc1[N+](=O)[O-],-3
C[C@@H]1CN([C@@H](C)CO)C(=O)c2cccc(NC(=O)c3ccc(-c4nccs4)cc3)c2O[C@@H]1CN(C)S(=O)(=O)c1cn(C)cn1,-6
O=C(NN1C(=O)S/C(=C/c2ccc(Cl)cc2)C1=S)c1ccccc1Cl,16
O=c1cc(-c2ccc(O)cc2)oc2c(C3OC(CO)C(O)C(O)C3O)c(O)c(C3OCC(O)C(O)C3O)c(O)c12 (stereo not drawn),4
CC(C)NC(=O)N(C)C[C@@H]1Oc2ccc(N(C)C)cc2C(=O)N([C@H](C)CO)C[C@@H]1C,0
C[C@@H]1CN([C@@H](C)CO)C(=O)Cc2cc(NC(=O)CCCCCC(=O)Nc3ccccc3N)ccc2O[C@@H]1CN(C)S(=O)(=O)c1cn(C)cn1,-10
COC(=O)C(=O)CC(=O)c1c(F)c(F)c(OC)c(F)c1F,30
CCOC(=O)CN=C(c1ccccc1)c1ccccc1,7
C[C@@H]1CCCCO[C@H](CN(C)S(=O)(=O)c2cccs2)[C@@H](C)CN([C@H](C)CO)C(=O)c2cc(NC(=O)Nc3cccc4ccccc34)ccc2O1,36
C[C@H]1CN([C@@H](C)CO)C(=O)c2cccc(NC(=O)NC3CCCCC3)c2O[C@H]1CN(C)CC1CCCCC1,-3
CC(C)NC(=O)Nc1ccc2c(c1)C(=O)N([C@@H](C)CO)C[C@@H](C)[C@H](CN(C)S(=O)(=O)c1ccc(Cl)cc1)O2,11
O=C(CSc1nc2ccc(N3C(=O)c4ccccc4C3=O)cc2s1)c1ccccc1,16
C[C@@H]1CN([C@@H](C)CO)C(=O)c2cc(NC(=O)Nc3ccc(F)cc3)ccc2O[C@H]1CN(C)S(=O)(=O)c1ccc(F)cc1,-7
Clc1ccc(CSC(Cn2ccnc2)c2ccc(Cl)cc2Cl)cc1 (stereo not drawn),-8
CC(=O)c1cccc(-n2c(CCC(=O)O)ccc2-c2ccc(Br)cc2)c1,6
C[C@H]1CN([C@@H](C)CO)C(=O)CCCn2cc(nn2)CO[C@@H]1CN(C)C,-8
C[C@@H]1CCCCO[C@H](CN(C)Cc2ccc(C(=O)O)cc2)[C@@H](C)CN([C@H](C)CO)C(=O)c2cc(NC(=O)Nc3ccc4c(c3)OCO4)ccc2O1,1
Cc1cccc(C)c1NC(=O)NC1CCc2ccccc21 (stereo not drawn),-7
CC1C(c2ccccc2)CC(C(=O)O)C1(C)C (stereo not drawn),69
